PrPC surface inh: cell surface PrPC inhibition, primary TR-FRET screen; TR-FRET read-out; inhibition, % at 13.8 µM; actives 0.43% (n = 370,000); AID 720596; in the data active = inhibition above about 24%; note: 0% = median of the test wells and 100% = reference compound wells
GDH-TPI inh: GDH-TPI coupled enzyme inhibition counter-screen; inhibition, % at 4.8 µM; GDH-TPI coupled enzyme counterscreen, NADH absorbance; actives 1.2% (n = 360,000);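 note: 0% = DMSO wells and 100% = wells lacking the enzyme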
FadD28 binding: inhibitors of Mycobacterium tuberculosis FadD28 bisubstrate binding; actives 0.22% (n = 360,000); FadD28 bisubstrate probe binding, fluorescence polarization; inhibition, % at 12.5 µM; in the data active = inhibition above about 8.5%, passing the limit was not always enough; inconclusive = no clear call, values can overlap the other calls
Mtb BioA inh: blocks M. tuberculosis BioA enzyme activity | purified M. tuberculosis BioA enzyme, plate reader | actives 0.096% (n = 360,000) | inhibition, % at 9.99 µM; in the data active = inhibition above about 40%; inconclusive = no clear call, values can overlap the other calls
Mtb FBA inh: Mtb fructose-bisphosphate aldolase inhibition. actives 2.3% (n = 360,000). AID 588726. inhibition, % at 1 µM. purified M. tuberculosis FBA, fluorescence read-out. P9WQA3; in the data active = inhibition above about 27%;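 note: 0% = vehicle and 100% = reference inhibitor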
Target sequence (P9WQA3 whole entry, looked up): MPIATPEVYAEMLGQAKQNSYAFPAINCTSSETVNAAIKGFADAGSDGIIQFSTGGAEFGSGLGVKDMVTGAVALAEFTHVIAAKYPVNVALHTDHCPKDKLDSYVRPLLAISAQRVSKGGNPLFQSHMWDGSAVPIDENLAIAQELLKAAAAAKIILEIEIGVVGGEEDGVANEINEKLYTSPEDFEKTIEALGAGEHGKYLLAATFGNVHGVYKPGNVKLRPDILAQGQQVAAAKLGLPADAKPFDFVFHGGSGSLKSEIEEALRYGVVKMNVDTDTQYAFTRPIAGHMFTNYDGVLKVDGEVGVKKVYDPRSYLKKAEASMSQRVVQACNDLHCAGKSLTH
Mtb UGM inh: Mtb UDP-galactopyranose mutase inhibition; inhibition, % at 10 µM; purified UGM, fluorescence polarization probe displacement; P9WIQ1; actives 0.06% (n = 320,000); in the data active = inhibition above about 10%, passing the limit was not always enough; inconclusive = no clear call, values can overlap the other calls
Target sequence (P9WIQ1 whole entry, looked up): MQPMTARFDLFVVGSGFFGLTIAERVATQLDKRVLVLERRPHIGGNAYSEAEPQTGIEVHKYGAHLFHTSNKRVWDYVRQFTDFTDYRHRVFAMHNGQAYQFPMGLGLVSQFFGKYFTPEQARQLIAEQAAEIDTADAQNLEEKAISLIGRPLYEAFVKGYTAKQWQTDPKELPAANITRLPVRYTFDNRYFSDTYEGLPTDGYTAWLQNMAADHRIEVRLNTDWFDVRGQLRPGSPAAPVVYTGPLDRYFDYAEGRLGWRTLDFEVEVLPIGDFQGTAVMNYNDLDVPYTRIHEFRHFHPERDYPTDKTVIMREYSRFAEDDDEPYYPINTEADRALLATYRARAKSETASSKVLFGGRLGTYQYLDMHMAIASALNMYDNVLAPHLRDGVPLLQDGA
BoNT A protease: blocks Botulinum neurotoxin A light chain protease. inhibition, % at 10 µM. AID 588499. multiplex microsphere protease substrate cleavage, flow cytometry. actives 0.17% (n = 360,000); in the data active = inhibition above about 30%; inconclusive = no clear call, values can overlap the other calls; note: plate controls were buffer without enzyme for full effect and enzyme alone for no effect
CCHF vOTU inh: CCHFV vOTU protease inhibition; Pep-AMC fluorescence; inhibition, % at 11.5 µM; AID 651958; actives 0.55% (n = 370,000); note: 0% = vehicle wells with enzyme and 100% = no enzyme wells
BoNT-F LC inh: inhibitors of Botulinum neurotoxin F light chain protease; inhibition, % at 10 µM; actives 0.22% (n = 360,000); AID 588497; Multiplex microsphere protease cleavage assay, flow cytometry; in the data active = inhibition above about 35%, passing the limit was not always enough; inconclusive = no clear call, values can overlap the other calls; note: plate controls were buffer without enzyme for full effect and enzyme alone for no effect
* = called active by the depositor; ? = inconclusive; · = no result given; & = joins results of further samples. Cut-off read from the data, not from the text of the source, unless noted: active = inhibition above about 30%; inactive = the rest. No enrichment for hits; any-hit rate near 4.8%.

nr	SMILES	PrPC surface inh	GDH-TPI inh	FadD28 binding	Mtb BioA inh	Mtb FBA inh
1	COc1cccc(NC(=S)/C(=C(\[O-])c2cc(C)n(-c3ccccc3F)c2C)[n+]2ccc(N(C)C)cc2)c1	0.0	10.4	?	·	-2.9
2	COCCOC(=O)C1=C(C)NC(=O)NC1c1cn(-c2ccccc2)nc1-c1cccs1 (stereo not drawn)	-3.0	-0.5	-2.2	1.8	-2.3
3	O=C(NC1CCCCCC1)C1CCN(C(=O)Cc2ccccc2)CC1	4.7	-2.6	-1.5	-1.1	0.9
4	CC(=O)c1nn(-c2ccc(C(F)(F)F)cc2)c(=O)[nH]c1=O	0.8	8.8	1.6	-1.1	0.0
5	Cc1ccccc1CN1CCN(CC(=O)NCc2ccco2)C1=O	-0.1	-0.7	-0.5	-1.9	3.0
6	O=C(NCCCN1CCCC1=O)c1cc(S(=O)(=O)N2CCOCC2)ccc1Cl	4.8	15.5	0.6	-0.6	3.5
7	O=C1Nc2cc(C(=O)NCCN3CCCCCC3)ccc2S/C1=C/c1ccccc1F	-3.5	16.1	-22.7	1.9	-1.5
8	Cc1cc(NC(=O)Cn2cnc3c2c(=O)n(C)c(=O)n3C)n(-c2ccccc2)n1	4.6	11.2	-2.2	-0.9	0.0
9	Cc1ccc(C(NC(=O)NC(C)c2ccccc2)C(Cl)(Cl)Cl)cc1F (stereo not drawn)	6.0	-1.5	-5.0	-1.1	-4.0
10	Cc1cccc(N/N=C/c2ccc(C)s2)c1	1.5	1.3	-2.6	-1.0	1.3

nr	Mtb UGM inh	BoNT A protease	CCHF vOTU inh	BoNT-F LC inh
1	-2.2	0.8	-7.9	2.2
2	-1.7	-0.5	-2.4	6.3
3	0.6	-0.4	0.8	-8.8
4	4.8	-2.9	10.6	-0.3
5	-3.2	1.0	-0.3	14.5
6	1.0	1.9	-10.0	8.4
7	·	0.0	7.0	-26.5
8	-0.6	0.5	11.8	-1.4
9	·	0.0	-12.0	-1.7
10	0.6	-0.8	22.4	-12.8

Going on with the list:
nr	SMILES	PrPC surface inh	GDH-TPI inh	FadD28 binding	Mtb BioA inh	Mtb FBA inh
11	COc1ccc(/C=C(\NC(=O)c2ccc(C)cc2)C(=O)NCCN2CCOCC2)cc1	-13.5	4.5	0.2	0.9	2.6
12	COc1cccc(NC(=O)C2(C)CCN2C(=O)CCc2ccc(Cl)cc2Cl)c1 (stereo not drawn)	4.5	0.0	-2.7	1.5	1.4
13	COc1ccc(N(C)S(=O)(=O)c2ccc(Cl)c(C(=O)NCCc3ccc(Cl)cc3)c2)cc1	-2.0	-1.3	-5.1	·	-3.0
14	COc1ccc(-c2noc(=O)n2CC(=O)N2CCC(Cc3ccccc3)CC2)cc1	1.7	-2.6	-5.1	·	-3.2
15	Cc1cc(C)n(-c2ncnc3c2oc2ccccc23)n1	-0.2	-2.9	-1.0	-0.1	2.5
16	O=C(NC(=O)c1ccccc1Cl)C(=O)Nc1ccc(Cl)cc1	4.6	1.4	0.5	-1.6	2.5
17	CCCCn1ccc(O)c(Cc2ccc(F)cc2)c1=O	-0.8	-9.5	-3.5	-1.7	2.5
18	Cc1ccc(C(=O)Nc2cc(-c3ccn[nH]3)c(C)n(N)c2=O)cc1	-3.8	11.9	1.9	0.7	0.2
19	O=C(Nc1cccc(NC(=O)c2ccc(-c3ccc(Br)cc3)o2)c1)c1ccccc1	-0.1	0.0	-0.5	·	6.1
20	COc1ccc(N=C(N)SCc2ccccn2)cc1	-0.3	-1.1	-3.4	·	-1.1

nr	Mtb UGM inh	BoNT A protease	CCHF vOTU inh	BoNT-F LC inh
11	-2.4	-1.0	-16.6	-19.7
12	·	0.2	9.3	-6.3
13	-3.1	-0.1	1.1	-9.5
14	3.0	-0.5	11.4	7.0
15	0.1	-0.2	2.2	3.1
16	-1.3	0.9	-9.0	-5.9
17	3.3	0.2	1.8	-8.1
18	-0.3	-0.9	-2.5	-3.2
19	1.7	-0.6	6.6	-1.4
20	2.5	-0.2	-12.2	-5.4

The results go on:
nr	SMILES	PrPC surface inh	GDH-TPI inh	FadD28 binding	Mtb BioA inh	Mtb FBA inh
21	Cc1cccc(NC(=O)C2CCCN2S(=O)(=O)c2ccc3c(c2)n(C)c(=O)c(=O)n3C)c1 (stereo not drawn)	-0.8	8.2	-1.2	0.3	2.1
22	CC1=CC(C)(C)n2c(O)c(N=N)c3cc(C)cc1c32	-10.0	15.3	-3.0	0.4	1.3
23	Cc1cc(NC(=O)C2CCN(S(=O)(=O)c3cnc[nH]3)CC2)ccc1Br	8.6	-0.4	-2.4	-0.4	-3.0
24	COc1cc(/C=C2/C(=O)N(c3ccc([N+](=O)[O-])cc3)N=C2N2CCOCC2)ccc1O	1.8	38.8*	0.9	1.6	-6.5
25	Cn1c(NCC(O)CO)nc2c1c(=O)n(Cc1ccc(Cl)c(Cl)c1)c(=O)n2C (stereo not drawn)	6.6	0.4	0.6	10.4	6.3
26	CCCC(C)C(=O)Nc1nc(C)c(-c2csc(Nc3cc(OC)ccc3OC)n2)s1 (stereo not drawn)	-0.9	10.2	1.3	-2.6	1.4
27	CC(O)CSc1nc2c(c(=O)[nH]c(=O)n2C)n1Cc1ccccc1Cl (stereo not drawn)	-0.2	-2.2	-3.2	2.1	-7.6
28	NC(=O)c1ccccc1NCC(=O)c1ccc(Cl)cc1	5.4	-0.4	0.4	·	43.2*
29	N#CC1=C(N)OC2=C(C(=O)CCC2)C12C(=O)N1CCCc3cccc2c31 (stereo not drawn)	-2.8	6.0	-0.9	-0.5	-1.4
30	CCOc1cccc(-c2nnc(SCC(=O)Nc3cc(C)ccc3OC)n2N)c1	8.4	-2.4	-0.4	2.2	1.6

nr	Mtb UGM inh	BoNT A protease	CCHF vOTU inh	BoNT-F LC inh
21	-0.5	-0.3	2.3	-5.6
22	-1.0	2.7	29.3	5.4
23	1.3	0.2	8.7	6.5
24	1.6	0.4	115.3*	-12.0
25	·	-0.2	-4.8	3.8
26	4.3	-0.7	20.4	-2.4
27	-0.9	-0.9	-7.9	?
28	-1.7	1.0	-14.3	?
29	-0.5	0.7	5.8	2.6
30	0.5	1.2	-2.9	0.2

Next section
nr	SMILES	PrPC surface inh	GDH-TPI inh	FadD28 binding	Mtb BioA inh	Mtb FBA inh
31	CNc1oc(-c2ccc(F)cc2)nc1S(=O)(=O)c1ccccc1	4.9	-5.8	-4.0	-0.3	-1.9
32	O=C(N[C@@H](Cc1ccccc1)C(=O)N1CCN(S(=O)(=O)c2cccc(F)c2)CC1)c1ccco1	7.8	-3.9	-4.4	4.1	-0.4
33	O=C(O)c1ccc(S(=O)(=O)Nc2ccc(F)c(Cl)c2)cc1	-0.1	-2.3	-1.6	2.1	1.7
34	Cc1nc(Cl)sc1C(=O)Nc1cccc(Cl)c1C	1.3	0.0	-1.4	0.2	0.9
35	CN(C)c1ccc(/C=C/[N+](=O)[O-])cc1	-2.1	6.4	-0.1	·	-21.8
36	O=CN1CCN(C2CC(=O)N(c3ccc4c(c3)OCO4)C2=O)CC1 (stereo not drawn)	0.8	0.3	-2.0	·	-2.9
37	CCOC(=O)N/N=C\c1ccccc1OC/C=C/c1ccccc1	1.2	2.1	-2.4	-2.8	-1.7
38	CCC(C)c1ccc(N(C(=O)c2ccco2)C(C(=O)NC2CCCC2)c2cccnc2)cc1 (stereo not drawn)	3.7	-4.5	-1.5	·	-0.5
39	CC1=C(C(=O)OC2CCCCC2)C(c2ccc(C)o2)C2=C(CC(C)(C)CC2=O)N1 (stereo not drawn)	9.4	4.7	0.5	-0.1	-0.6
40	CCCCC(=O)NCc1ccc(Cl)cc1	6.1	7.4	-2.0	0.1	3.7

nr	Mtb UGM inh	BoNT A protease	CCHF vOTU inh	BoNT-F LC inh
31	0.2	0.4	2.7	-9.2
32	1.4	-0.3	-4.0	1.1
33	2.8	-0.1	-4.5	-8.6
34	2.1	0.0	-4.7	-3.8
35	-1.2	50.2*	10.8	48.1*
36	3.2	4.5	-7.6	22.7
37	-2.5	-0.2	9.3	2.4
38	2.5	3.8	12.7	-7.8
39	0.4	-0.7	8.2	-8.7
40	2.1	-0.1	-7.8	-2.9

(cont.)
nr	SMILES	PrPC surface inh	GDH-TPI inh	FadD28 binding	Mtb BioA inh	Mtb FBA inh
41	CCOC(=O)C1CCN(S(=O)(=O)c2c(C)noc2C)CC1	1.1	1.0	1.9	-0.7	2.8
42	CN(CCc1ccccn1)S(=O)(=O)c1ccc2c3c(cccc13)C(=O)N2	-18.7	24.3	-1.6	1.1	50.8*
43	Cc1ccccc1-n1cnc2c(sc3nc(N4CCOCC4)c4c(c32)CCCC4)c1=O	1.1	16.8	-1.3	·	3.8
44	CC(=O)OC(C)C(=O)NS(=O)(=O)c1ccc(C)cc1 (stereo not drawn)	2.4	6.2	-0.8	-3.5	5.4
45	O=C1CN(Cc2cc(=O)oc3cc4c(cc23)CCC4)CCN1	1.0	9.3	0.2	-2.2	2.3
46	CCN(CC)c1ccc(/C=N/NC(=O)c2ccc([N+](=O)[O-])cc2)cc1	-9.2	0.3	-1.5	·	0.8
47	CN(CCc1ccccn1)C(=O)CC1C(=O)NCCN1Cc1ccc(-c2ccccc2)cc1 (stereo not drawn)	8.8	1.2	-2.3	·	4.4
48	Cc1ccc(C(=O)N2CCN(C3CCCCC3)CC2)s1	-1.6	7.4	-5.0	-0.4	2.8
49	COc1cc2c(cc1OC)C(c1ccccc1C)CC(=O)N2 (stereo not drawn)	4.9	-5.4	-2.0	-0.9	-1.1
50	Cc1nc2sc(C(=O)Nc3ccccc3)c(N)c2c(C)c1[N+](=O)[O-]	-5.2	3.8	-1.5	·	1.6

nr	Mtb UGM inh	BoNT A protease	CCHF vOTU inh	BoNT-F LC inh
41	3.1	0.2	11.8	11.4
42	6.4	0.2	-65.7	16.0
43	1.8	-0.7	5.5	-11.1
44	-2.4	-0.2	14.8	-0.3
45	2.3	-0.3	10.9	-1.4
46	1.3	-0.7	12.4	-3.1
47	-1.1	5.6	-5.1	33.6
48	-2.8	1.5	3.7	-1.3
49	-3.9	1.0	-10.0	1.9
50	-0.5	-1.5	0.6	-2.8

Following part:
nr	SMILES	PrPC surface inh	GDH-TPI inh	FadD28 binding	Mtb BioA inh	Mtb FBA inh
51	CCOc1cccc(-c2c(C(=O)N/N=C/c3ccoc3)nnn2-c2nonc2N)c1	-7.4	9.6	-1.4	13.1	4.5
52	Cc1[nH]c2ccccc2c1C(=O)NS(=O)(=O)Nc1ccc(Cl)cc1	3.4	2.5	1.7	·	-1.2
53	Cn1c2ccc(F)cc2c2nnc(SCC(=O)Nc3cccc(O)c3)nc21	-14.7	23.9	-2.9	1.1	-2.2
54	O=C(COC(=O)/C=C/c1ccccc1)NCCC1=CCCCC1	-0.3	-1.6	-0.7	-0.3	-0.1
55	Cc1noc(C)c1NC(=O)N(C)C[C@@H]1Oc2ncc(C#CC3CC3)cc2C(=O)N([C@@H](C)CO)C[C@@H]1C	6.7	1.4	-3.2	-0.6&1.1&-0.4	-0.4
56	Cc1c(F)cccc1NC(=O)CCC(=O)O	7.2	1.2	0.8	-0.3	3.7

nr	Mtb UGM inh	BoNT A protease	CCHF vOTU inh	BoNT-F LC inh
51	-2.5	-0.5	6.3	-4.4
52	5.6	-0.5	-10.3	2.8
53	0.3	·	9.8	·
54	0.6	-0.2	10.6	-2.5
55	·	0.1	-2.2	-0.7
56	2.8	-0.3	-1.5	-37.6

Part of the list above in order of molar mass, largest number first:
nr	SMILES	PrPC surface inh	GDH-TPI inh	FadD28 binding	Mtb BioA inh	Mtb FBA inh
51	CCOc1cccc(-c2c(C(=O)N/N=C/c3ccoc3)nnn2-c2nonc2N)c1	-7.4	9.6	-1.4	13.1	4.5
53	Cn1c2ccc(F)cc2c2nnc(SCC(=O)Nc3cccc(O)c3)nc21	-14.7	23.9	-2.9	1.1	-2.2
54	O=C(COC(=O)/C=C/c1ccccc1)NCCC1=CCCCC1	-0.3	-1.6	-0.7	-0.3	-0.1
56	Cc1c(F)cccc1NC(=O)CCC(=O)O	7.2	1.2	0.8	-0.3	3.7

nr	Mtb UGM inh	BoNT A protease	CCHF vOTU inh	BoNT-F LC inh
51	-2.5	-0.5	6.3	-4.4
53	0.3	·	9.8	·
54	0.6	-0.2	10.6	-2.5
56	2.8	-0.3	-1.5	-37.6
